Assay outcomes as filed in PubChem BioAssay.
SENP8 block-1: inhibitors of human SENP8 protease; Q96LD8; purified SENP8, Z-RLRGG-aminoluciferin cleavage, luminescence; inhibition, % at 10 µM; 1.2% of 330,000 active; AID 2540; in the data active = inhibition above about 50%
SENP6 inh: inhibitors of human SENP6 protease. Q9GZR1. Recombinant SENP6 catalytic domain, aminoluciferin luminescence. inhibition, % at 10 µM. 1.8% of 330,000 active. AID 2599;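 active = inhibition above about 50% at the single tested dose, limit read from the data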;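 note: plate controls were DMSO wells with enzyme for no effect and DMSO wells lacking enzyme for full effect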
Target sequence (Q9GZR1 628-1112 limits assumed): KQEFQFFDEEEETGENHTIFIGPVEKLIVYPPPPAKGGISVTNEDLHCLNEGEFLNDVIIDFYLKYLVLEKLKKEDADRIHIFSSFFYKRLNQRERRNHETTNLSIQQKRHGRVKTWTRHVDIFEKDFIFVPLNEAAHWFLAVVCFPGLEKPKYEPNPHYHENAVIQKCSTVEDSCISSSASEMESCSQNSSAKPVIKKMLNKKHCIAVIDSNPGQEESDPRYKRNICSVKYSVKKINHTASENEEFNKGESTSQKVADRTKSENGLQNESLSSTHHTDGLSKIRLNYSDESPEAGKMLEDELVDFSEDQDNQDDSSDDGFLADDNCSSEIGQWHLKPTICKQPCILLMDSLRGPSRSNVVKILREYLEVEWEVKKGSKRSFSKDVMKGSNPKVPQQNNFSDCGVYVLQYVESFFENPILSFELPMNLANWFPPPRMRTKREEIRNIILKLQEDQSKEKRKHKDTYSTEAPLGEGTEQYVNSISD
NALP3 yeast inh: blocks the NALP3 inflammasome reconstituted in yeast | inhibition, % at 10 µM | 0.39% of 330,000 active | AID 2825 | Yeast reconstituted NLRP3/ASC/caspase-1, beta-gal luminescence, 24 h;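 active = inhibition of 50% or more; inactive = inhibition below 50%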;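 note: plate controls were induced DMSO wells for no effect and uninduced yeast grown without galactose for full effect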
PfG6PD inh: PfG6PD (Plasmodium falciparum) enzyme inhibition. PfGluPho enzyme, NADPH resazurin-diaphorase fluorescence. inhibition, % at 20 µM. 0.78% of 350,000 active. AID 504690;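 active = inhibition reaching at least a set limit at 20 µM in the primary screen, cut at about 59% in these data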;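 note: 0% = DMSO wells with substrate and 100% = DMSO wells lacking glucose-6-phosphate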
SENP8 block-2: inhibitors of human SENP8 protease; recombinant SENP8, Nedd8 substrate fluorescence; inhibition, % at 20 µM; 0.64% of 360,000 active; AID 602440; in the data active = inhibition mostly above about 40%, no sharp cut-off; inactive = mostly below about 27%
SENP7 inh: inhibitors of human SENP7 protease; recombinant SENP7, Z-RLRGG-aminoluciferin luminescence, 40 min; inhibition, % at 5 µM; 1.5% of 330,000 active;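 active = inhibition above about 50% at the single test dose, limit read from the data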;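 note: plate controls were DMSO with enzyme for no effect and no enzyme buffer wells for full effect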
Target sequence (Q9BQF6 706-1050 limits assumed): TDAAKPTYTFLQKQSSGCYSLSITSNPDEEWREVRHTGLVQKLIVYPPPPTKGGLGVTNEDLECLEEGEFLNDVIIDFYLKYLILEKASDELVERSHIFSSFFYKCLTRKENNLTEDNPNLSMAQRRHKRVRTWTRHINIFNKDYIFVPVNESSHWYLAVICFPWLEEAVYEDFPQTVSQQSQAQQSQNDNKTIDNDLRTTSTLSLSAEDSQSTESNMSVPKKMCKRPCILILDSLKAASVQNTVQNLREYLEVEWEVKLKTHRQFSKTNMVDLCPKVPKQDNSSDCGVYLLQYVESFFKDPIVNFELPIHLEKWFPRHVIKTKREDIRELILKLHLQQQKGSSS
SENP1 inh: inhibitors of human SENP1 SUMO protease catalytic domain. 0.21% of 360,000 active. AID 624204. recombinant SENP1 catalytic domain, CyPet-SUMO1-YPet FRET cleavage. inhibition, % at 10 µM. Q9P0U3;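 active = inhibition at least 30% at 10 µM, raw YFP signal under a set limit, fluorescence ratio 0.5 to 1.5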;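 note: 0% = enzyme with DMSO and 100% = no enzyme wells; some results filed as inactive read as strong as hits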
Target sequence (Q9P0U3 419-644 limits assumed): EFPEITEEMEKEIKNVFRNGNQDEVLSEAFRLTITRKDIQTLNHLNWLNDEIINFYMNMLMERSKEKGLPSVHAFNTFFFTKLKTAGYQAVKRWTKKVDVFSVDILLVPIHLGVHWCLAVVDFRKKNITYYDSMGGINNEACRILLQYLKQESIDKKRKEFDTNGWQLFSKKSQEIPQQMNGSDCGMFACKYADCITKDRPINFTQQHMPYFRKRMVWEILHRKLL
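Assay system: hSENP1 catalytic domain, recombinant. Amount: SENP1 enzyme, 20 pM final. Schedule: 50 min reaction, RT, dark. Technique: FRET, CFP and YFP emission. Control set: no-enzyme wells low, DMSO-plus-enzyme wells high control.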
Apaf-1 inh: inhibitors of human Apaf-1 apoptosome | O14727 | reconstituted apoptosome caspase-3 activity, DEVD-Rh110 fluorescence | inhibition, % at 20 µM | 0.71% of 330,000 active; active = inhibition of at least 40% at 20 µM;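 note: plate controls were DMSO wells for no effect and DEVD-CHO caspase inhibitor wells for full effect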
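Material: biochemical Apaf-1 apoptosome reconstitution. Medium: Hepes buffer, pH 7.5. Also added: cytochrome c activation, bis-DEVD rhodamine 110 substrate. Timing: 30 min compound preincubation, 50 min activation, room temperature. Measured by: rhodamine 110 fluorescence at Ex 480/Em 540 nm.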
HKDC1 inh: blocks human hexokinase HKDC1 activity. recombinant HKDC1, G6PDH/diaphorase resazurin coupled fluorescence. inhibition, % at 20 µM. Q2TB90. AID 493160. 0.16% of 340,000 active;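 active = inhibition above about 35% when tested at 20 µM, limit read from the data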;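 note: plate controls were DMSO wells with enzyme for no effect and DMSO wells lacking enzyme for full effect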
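Test system: Recombinant HKDC1 (HK5) hexokinase enzyme, produced in-house | Input: HKDC1 at 5 µg/mL | Buffer or medium: Tris pH 8.0 buffer with MgCl2, Tween-20, BSA, BME | Schedule: 90 min reaction incubation at room temperature, dark | Technique: Resazurin-to-resorufin fluorescence via G6PDH and diaphorase coupling, 525/613 nm | Controls: DMSO wells with and without enzyme mix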
* = called active by the depositor; / = not tested or not shown.

Assay codes: A = SENP8 block-1; B = SENP6 inh; C = NALP3 yeast inh; D = PfG6PD inh; E = SENP8 block-2; F = SENP7 inh; G = SENP1 inh; H = Apaf-1 inh; I = HKDC1 inh
mol: CC(NC(=O)c1ccc(Br)cc1)c1ccc2c(c1)CCCC2 (stereo not given)
  A: -10	B: -4	C: 32	D: 16	E: 8	F: -4	G: 2	H: 8	I: -7

mol: COC(=O)Cn1c(=O)c2c(nc3n2CC(C)CN3CCc2ccccc2)n(C)c1=O (stereo not given)
  A: -7	B: 11	C: 11	D: -1	E: 8	F: -14	G: 2	H: 1	I: -6

mol: C/C(=N\S(=O)(=O)c1ccc(C)cc1)NC(=S)Nc1ccc(C)cc1
  A: -4	B: 4	C: 19	D: 17	E: 12	F: 9	G: 2	H: 2	I: -8

mol: COCCN(CC(=O)Nc1cccc(C)c1C)C(=O)Cn1cnc2ccccc2c1=O
  A: -1	B: -5	C: 10	D: 3	E: -41	F: 0	G: 0	H: 0	I: -4

mol: Cc1cccc(C)c1NC(=O)CCCN1CC(C)OC(C)C1 (stereo not given)
  A: 1	B: 18	C: 26	D: -2	E: 30	F: 0	G: 2	H: 0	I: -3

mol: N/C(=N\OC(=O)/C=C/c1ccccc1)c1cccnc1
  A: -3	B: -27	C: -6	D: -11	E: 7	F: 14	G: 3	H: -4	I: -9

mol: COc1ccc(C2C(C#N)=C(N)Oc3c2oc(CO)cc3=O)cc1 (stereo not given)
  A: -5	B: 1	C: 0	D: -5	E: 32	F: -3	G: 1	H: 3	I: -8

mol: Cc1cccc(NC(=O)N2CCCCCC2)c1C
  A: -5	B: -12	C: 17	D: -6	E: 11	F: 12	G: 5	H: 5	I: 0

mol: CCOc1ccccc1-n1nnnc1SCC(=O)Nc1cc2oc3ccccc3c2cc1OC
  A: 0	B: 4	C: 20	D: 11	E: 15	F: -1	G: -1	H: -2	I: -4

mol: O=C(N[C@@H]1c2ccccc2CC[C@@H]1OCc1ccccc1)c1ccc(C(F)(F)F)cc1
  A: /	B: /	C: /	D: 13	E: 9	F: 3	G: 2	H: 17	I: 2

mol: CCC(C)(C)NC(=O)C(c1ccc(C)cc1)N(Cc1ccco1)C(=O)CCC(=O)Nc1nccs1 (stereo not given)
  A: -1	B: 8	C: 6	D: -1	E: 12	F: -15	G: 1	H: 29	I: -2

mol: CCOc1ccc(NC(=O)C2CCN(S(C)(=O)=O)CC2)cc1
  A: -9	B: 5	C: 18	D: -7	E: 15	F: 8	G: 0	H: -3	I: -8

mol: COc1ccc(C)cc1NC(=O)c1sc2ncnc(N3CCN(c4ccccn4)CC3)c2c1C
  A: 1	B: -23	C: 21	D: 4	E: -28	F: 3	G: 0	H: 19	I: -3

mol: CCC(C(=O)NC(C)CCc1ccco1)n1nc(C)n2c(cc3occc32)c1=O (stereo not given)
  A: 0	B: -15	C: 9	D: 5	E: 2	F: -11	G: -10	H: 3	I: -10

mol: O=C(NCC1CCCO1)c1nn2c(C(F)(F)F)cc(-c3ccc(Br)o3)nc2c1Br (stereo not given)
  A: 3	B: 2	C: 30	D: -10	E: -156	F: -3	G: -21	H: -1	I: 2

Assay codes: A = SENP8 block-1; B = SENP6 inh; C = NALP3 yeast inh; D = PfG6PD inh; E = SENP8 block-2; F = SENP7 inh; G = SENP1 inh; H = Apaf-1 inh; I = HKDC1 inh
mol: Cc1cccc(NC(=O)c2ccccc2NC(=O)C2CCCCC2)c1C
  A: -6	B: -22	C: 4	D: 1	E: 6	F: -6	G: 1	H: 20	I: -3

mol: COc1cccc(C(=O)CC(=O)C(=O)Nc2ccc([N+](=O)[O-])cc2C)c1
  A: -2	B: 4	C: 8	D: -3	E: 16	F: 2	G: 2	H: 8	I: -6

mol: COc1ccc(C(=O)CNc2ccc(C)cc2C)cc1
  A: -7	B: -7	C: 10	D: -20	E: 54*	F: 13	G: -2	H: -7	I: 2

mol: O=C1CCC(C(=O)OCc2nnc(-c3ccccc3)o2)=NN1
  A: -9	B: -7	C: -1	D: 0	E: 10	F: -3	G: 0	H: 4	I: -4

mol: O=S(=O)(c1ccccc1)C(/C=N\O)/C=C/c1ccccc1 (stereo not given)
  A: 0	B: 2	C: 16	D: 26	E: -1	F: -11	G: -4	H: 0	I: -3

mol: CNC(=O)c1ccccc1NC(=O)c1ccc(C)c(S(=O)(=O)N2CCCCC2)c1
  A: 3	B: -4	C: -2	D: -1	E: 7	F: -2	G: 2	H: 24	I: 1

mol: O=C(NCC1CCCCC1)C1CCC(=O)N(CCc2cccc(F)c2)C1 (stereo not given)
  A: 0	B: -18	C: 6	D: -6	E: 22	F: 1	G: -1	H: 9	I: 3

mol: O=C(CNS(=O)(=O)/C=C/c1ccccc1)OC1CCOC1=O (stereo not given)
  A: -5	B: -12	C: -21	D: 2	E: 9	F: -6	G: 2	H: -1	I: -7

mol: Cc1cc(C)c2c(=N)c3ccccc3n(CCCCCCCCn3c4ccccc4c(=N)c4c(C)cc(C)nc43)c2n1
  A: /	B: /	C: /	D: 76*	E: -491	F: /	G: -28	H: /	I: 74*

mol: CCc1nc2sc(C)c(C)c2c(=O)n1CCO
  A: -1	B: -19	C: 0	D: -15	E: 7	F: 0	G: 4	H: -14	I: -1

mol: CSCCC(NS(=O)(=O)c1ccccc1F)C(=O)N1CCCCCC1 (stereo not given)
  A: -10	B: 1	C: 9	D: -10	E: 5	F: -9	G: -3	H: 12	I: 6

mol: O=C1CSC(c2ccccc2)N1Cc1ccccn1 (stereo not given)
  A: /	B: /	C: /	D: 0	E: 0	F: /	G: 4	H: /	I: -4

mol: O=C(Cc1csc(-c2ccccc2)n1)NCc1ccccc1F
  A: -11	B: -35	C: 25	D: /	E: /	F: -9	G: /	H: 14	I: /

mol: O=C(CN(Cc1ccccc1F)S(=O)(=O)c1ccc(Cl)cc1)NCC1CCCO1 (stereo not given)
  A: 2	B: -7	C: 17	D: 4	E: 13	F: 7	G: 3	H: -4	I: -4

mol: COc1cc(/C=C2/C(=N)N3C(SC)=NSC3=NC2=O)ccc1OC(=O)c1ccco1
  A: 64*	B: 53*	C: -12	D: -3	E: 8	F: 8	G: -80	H: 6	I: 12

Assay codes: A = SENP8 block-1; B = SENP6 inh; C = NALP3 yeast inh; D = PfG6PD inh; E = SENP8 block-2; F = SENP7 inh; G = SENP1 inh; H = Apaf-1 inh; I = HKDC1 inh
mol: Clc1ccc(-c2nc3ccccn3c2CN2CCCCC2)cc1
  A: 4	B: -7	C: 10	D: -5	E: -403	F: 3	G: 2	H: -8	I: -4

mol: COc1ccc(C(=O)Nc2ccccc2C(=O)Nc2ccncc2)cc1
  A: 0	B: 8	C: 15	D: 7	E: -342	F: 5	G: -2	H: 17	I: 6

mol: COc1ccc(C2C(C(C)=O)=C(C)N=c3s/c(=C\c4ccco4)c(=O)n32)c(OC)c1 (stereo not given)
  A: -7	B: -1	C: 20	D: 9	E: 16	F: -7	G: 37*	H: 32	I: 5

mol: Cc1cccc(-c2nnc(NC(=O)c3cccs3)s2)c1
  A: -14	B: 1	C: 1	D: -4	E: -257	F: 7	G: 0	H: -3	I: -5

mol: O=C(NCCO)c1cccc2c1C(=O)c1ccccc1-2
  A: -1	B: -5	C: 3	D: 2	E: 22	F: 2	G: -1	H: 7	I: -10

mol: O=C(C1Cc2ccccc2CN1S(=O)(=O)c1ccccc1[N+](=O)[O-])N1CCOCC1 (stereo not given)
  A: 5	B: 14	C: 5	D: -16	E: 26	F: 6	G: 1	H: 2	I: 0

mol: CC(C)c1ccc(NC(=O)CSc2nc(=O)n(CCN3CCOCC3)c3c2CCC3)cc1
  A: -10	B: 3	C: 13	D: 0	E: 3	F: -6	G: 2	H: 15	I: 0

mol: O=C(NCC(c1ccco1)N1CCc2ccccc2C1)c1ccc(F)cc1 (stereo not given)
  A: 5	B: 3	C: 13	D: 20	E: 0	F: 0	G: 0	H: 7	I: -4

mol: COCCN(C(=O)CSc1nnc(-c2ccccc2F)n1C)c1c(N)n(Cc2ccccc2)c(=O)[nH]c1=O
  A: -6	B: -4	C: 6	D: 2	E: 10	F: 1	G: 0	H: -6	I: -3

mol: CCN(CC)CCOC(=O)c1ccc(NC(=O)CCCN2C(=O)/C(=C\c3cccs3)SC2=S)cc1
  A: -21	B: -7	C: 10	D: 1	E: 35	F: -11	G: 5	H: 60*	I: 0

mol: COc1ccc(N(CC(=O)NCCSc2ccccc2)S(=O)(=O)c2ccccc2)cc1
  A: 3	B: -15	C: 16	D: 0	E: -9	F: 11	G: -1	H: 19	I: 2

mol: COc1ccccc1/C=C/C=N/n1c(-c2ccncc2)n[nH]c1=S
  A: -5	B: -28	C: 9	D: 10	E: 6	F: -9	G: 1	H: 6	I: 11

mol: O=C(CCNS(=O)(=O)c1ccc(Br)cc1)NC1CCC(O)CC1 (stereo not given)
  A: -1	B: -13	C: 5	D: -3	E: -3	F: 8	G: 2	H: -7	I: -5

mol: COc1cccc(-c2ccc(NC(=O)C3CCCN(CCCn4nc(C)cc4C)C3)cc2)c1 (stereo not given)
  A: -19	B: -8	C: 14	D: 3	E: -7	F: 8	G: -3	H: 15	I: -4

mol: COC(=O)c1[nH]c2cccc(OC)c2c1NC(=O)C(C)N1CCC(C)CC1 (stereo not given)
  A: -9	B: -1	C: 12	D: -18	E: /	F: -5	G: /	H: -7	I: 21

Next part (2 carried over from the part before).
Assay codes: A = SENP8 block-1; B = SENP6 inh; C = NALP3 yeast inh; D = PfG6PD inh; E = SENP8 block-2; F = SENP7 inh; G = SENP1 inh; H = Apaf-1 inh; I = HKDC1 inh
mol: COc1cccc(-c2ccc(NC(=O)C3CCCN(CCCn4nc(C)cc4C)C3)cc2)c1 (stereo not given)
  A: -19	B: -8	C: 14	D: 3	E: -7	F: 8	G: -3	H: 15	I: -4

mol: COC(=O)c1[nH]c2cccc(OC)c2c1NC(=O)C(C)N1CCC(C)CC1 (stereo not given)
  A: -9	B: -1	C: 12	D: -18	E: /	F: -5	G: /	H: -7	I: 21

mol: CCn1ncc([N+](=O)[O-])c1C(=O)Nc1c(C)cccc1C
  A: -4	B: -3	C: 0	D: -2	E: 10	F: 12	G: 0	H: -8	I: -6

mol: CCCCCCc1cc2cc(C(=O)NC)c(=N)oc2cc1O
  A: -12	B: 4	C: 14	D: 6	E: -322	F: 4	G: -17	H: 12	I: 6

mol: CC1(c2ccccc2)NC(=O)N(CCN2C(=O)c3ccccc3C2=O)C1=O (stereo not given)
  A: -2	B: -9	C: 9	D: -10	E: 8	F: 5	G: 1	H: 4	I: -2

mol: COc1ccc(S(=O)(=O)N(CC(=O)NC(C)C)Cc2ccccc2)cc1
  A: 3	B: -9	C: 10	D: 10	E: 7	F: 5	G: 0	H: -11	I: -9

Grouped by structure: those above containing a CF3 group.
Assay codes: A = SENP8 block-1; B = SENP6 inh; C = NALP3 yeast inh; D = PfG6PD inh; E = SENP8 block-2; F = SENP7 inh; G = SENP1 inh; H = Apaf-1 inh; I = HKDC1 inh
mol: O=C(N[C@@H]1c2ccccc2CC[C@@H]1OCc1ccccc1)c1ccc(C(F)(F)F)cc1
  A: /	B: /	C: /	D: 13	E: 9	F: 3	G: 2	H: 17	I: 2

mol: O=C(NCC1CCCO1)c1nn2c(C(F)(F)F)cc(-c3ccc(Br)o3)nc2c1Br (stereo not given)
  A: 3	B: 2	C: 30	D: -10	E: -156	F: -3	G: -21	H: -1	I: 2
